SMARCA2 activ: SMARCA2 (BRM) function activators, primary screen, cell-based, luminescence, high throughput | activation, % at 9.1 µM | AID 652017, 2013 | actives 1% (n = 370,000) | MG213 cells, MMTV-luciferase reporter, dexamethasone, overnight; in the data active = activation above about 7.8%;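 also: 0% = vehicle wells and 100% = reference activator wells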
GC-A act: GC-A stimulated cGMP production enhancers – HEK293 GC-A cells, cGMP TR-FRET, EC30 ANP, primary screen | AID 1671463, 2021 | activation, % at 10 µM | 0% at EC30 ANP, 100% saturating ANP | Atrial natriuretic peptide receptor 1 (Homo sapiens), P16066 | actives 0.14% (n = 370,000); in the data active = activation above about 40%
hcDAF-12 act: H. contortus DAF-12 nuclear receptor activators, primary screen, cell-based, luminescence, HEK293, lit1-tk-luc reporter; HEK293 hcDAF-12 lit1-tk-luc reporter; 0% DMSO, 100% Δ7-dafachronic acid; activation, % at 6.8 µM; actives 1.4% (n = 370,000); AID 652067, 2013;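 active = activation above the mean of all tested compounds plus 3 SD, cut at about 5.5% in these data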;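 also: 100% = response to 3 µM Δ7-dafachronic acid high control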
FXN GAA850 act: FXN promoter activators, primary screen, cell-based, luciferase luminescence, HEK293 lucGAA850; AID 540364, 2011; actives 0.56% (n = 360,000); HEK293 lucGAA850 FXN promoter luciferase reporter, 24 h; percent of 10 µM SAHA response; activation, % at 6 µM;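 active = activation above the average of all compounds screened plus 3 SD, cutoff fixed separately per campaign, cut at about 7.5% in these data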;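 also: 0% = DMSO wells and 100% = 10 µM SAHA wells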
proKLK7 act: proKLK7 zymogen activators, primary screen, biochemical, fluorescence intensity; purified proKLK7, EDANS-DABCYL substrate fluorescence; 100% is mature enzyme control, 0% vehicle; activation, % at 7 µM; Kallikrein-7 (Homo sapiens), P49862; actives 0.9% (n = 370,000);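 active = activation above the mean of all tested compounds plus 3 SD, computed per campaign excluding outliers beyond control limits, cut at about 13% in these data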
Target sequence (P49862 whole entry, looked up): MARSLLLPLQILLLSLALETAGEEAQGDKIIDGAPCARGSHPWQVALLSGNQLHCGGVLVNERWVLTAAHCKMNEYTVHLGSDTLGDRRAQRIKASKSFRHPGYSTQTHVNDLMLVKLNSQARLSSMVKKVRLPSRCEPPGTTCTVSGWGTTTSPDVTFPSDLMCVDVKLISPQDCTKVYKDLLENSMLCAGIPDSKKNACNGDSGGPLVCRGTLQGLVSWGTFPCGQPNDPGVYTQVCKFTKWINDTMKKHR
DAX1 inh-1: DAX1 (NR0B1) inhibitors, primary screen, cell-based, HEK293, Gal4-DAX1, luciferase luminescence | AID 504766, 2011 | HEK293 Gal4-DAX1 luciferase reporter | actives 0.99% (n = 340,000) | inhibition, % at 6.75 µM | Nuclear receptor subfamily 0 group B member 1 (Homo sapiens), P51843;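 active = inhibition above the mean over all tested compounds plus 3 SD, cut at about 4.2% in these data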;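 also: 0% = DAX1-transfected cells with DMSO and 100% = empty-vector control cells with DMSO; inhibition shows as a rise in luminescence from relieved DAX1 repression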
Target sequence (P51843 207-470 limits assumed): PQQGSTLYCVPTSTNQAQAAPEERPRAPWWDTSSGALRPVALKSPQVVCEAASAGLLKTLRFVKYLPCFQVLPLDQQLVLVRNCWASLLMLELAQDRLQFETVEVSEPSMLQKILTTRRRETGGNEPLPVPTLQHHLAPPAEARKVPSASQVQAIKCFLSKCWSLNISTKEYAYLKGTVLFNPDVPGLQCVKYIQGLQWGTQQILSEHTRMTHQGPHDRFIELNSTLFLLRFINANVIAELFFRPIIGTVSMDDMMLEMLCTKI
ssDAF12 agonist: S. stercoralis DAF-12 nuclear receptor activators, primary screen, cell-based, luminescence, HEK293, GRIP1 co-expression, lit1-tk-luc; HEK293 ssDAF-12/GRIP1 lit1-tk-luc reporter; % of 3 µM dafachronic acid response; actives 1% (n = 370,000); AID 652126, 2013; Nuclear hormone receptor DAF-12 (Strongyloides stercoralis); activation, % at 6.8 µM;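 active = activation above the mean over all tested compounds plus 3 SD, cut at about 0.9% in these data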;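 also: 0% = DMSO-only wells and 100% = 3 µM delta7-dafachronic acid wells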
DAX1 inh-2: DAX1 (NR0B1) inhibitors on StAR promoter, primary screen, cell-based, luminescence, SF-1 (NR5A1), full-length DAX-1; AID 652010, 2013; actives 1.1% (n = 370,000); HEK293T StAR-luciferase reporter, SF-1/DAX-1 repression relief; inhibition, % at 6.8 µM;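 active = inhibition above the mean over all tested compounds plus 3 SD, cut at about 3.6% in these data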;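 also: 0% = DAX-1 cells with DMSO and 100% = cells lacking DAX-1 with DMSO; higher inhibition means more luminescence from relief of DAX-1 repression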
hgDAF12 agonist: H. glycines DAF-12 receptor agonists, primary screen, cell-based, luminescence, HEK293, GAL4 fusion, UAS-luciferase; activation, % at 6.8 µM; actives 1.8% (n = 370,000); Nuclear hormone receptor DAF-12 (Heterodera glycines), GAL4 fusion; HEK293 GAL4-hgDAF12 UAS-luciferase reporter, agonist luminescence; normalized to butyrate control; AID 687014, 2013;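 active = activation above a cutoff set at the mean of all screened compounds plus 3 SD, cut at about 10% in these data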;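 also: 0% = DMSO wells and 100% = sodium butyrate wells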
HGIII-sPLA2 inh: human group III sPLA2 inhibitors, primary screen, biochemical, QFRET, BODIPY PC-A2 liposome substrate | Group 3 secretory phospholipase A2 (Homo sapiens), Q9NZ20 | QFRET BODIPY PC-A2 liposome hydrolysis, fluorescence | inhibition, % at 12.2 µM | actives 0.56% (n = 370,000) | AID 743126, 2013;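 active = inhibition above mean plus 3 SD of compounds lying within the high and low control bounds, cut at about 19% in these data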;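 also: 0% = median of test compound wells and 100% = no enzyme DMSO wells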
Target sequence (Q9NZ20 whole entry, looked up): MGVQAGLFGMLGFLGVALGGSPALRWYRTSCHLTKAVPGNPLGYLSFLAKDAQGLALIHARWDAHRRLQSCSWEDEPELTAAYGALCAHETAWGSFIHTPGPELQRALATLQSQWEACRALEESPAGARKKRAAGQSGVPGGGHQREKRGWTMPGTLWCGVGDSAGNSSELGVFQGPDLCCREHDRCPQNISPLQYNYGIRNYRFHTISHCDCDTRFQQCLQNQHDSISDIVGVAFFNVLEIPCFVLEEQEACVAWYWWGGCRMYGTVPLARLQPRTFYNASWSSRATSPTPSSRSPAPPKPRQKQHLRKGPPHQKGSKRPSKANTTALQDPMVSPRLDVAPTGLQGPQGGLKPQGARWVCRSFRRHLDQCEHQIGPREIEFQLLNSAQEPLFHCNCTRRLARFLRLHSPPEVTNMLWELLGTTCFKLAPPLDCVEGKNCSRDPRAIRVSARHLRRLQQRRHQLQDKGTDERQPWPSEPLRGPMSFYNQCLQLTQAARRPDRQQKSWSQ
NPR2 activator: human GC-B receptor activators, primary screen, HEK293 GC-B cells, cGMP TR-FRET, EC30 CNP; Atrial natriuretic peptide receptor 2 (Homo sapiens), P20594; actives 0.11% (n = 370,000); activation, % at 10 µM; 0% at EC30 CNP, 100% saturating CNP; AID 1920062, 2024;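 active = activation at 10 µM reaching about 35% in either raw or pattern-adjusted values, limit read from the data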
Numbers without * were called inactive; · = not tested or not shown.

SMILES	SMARCA2 activ	GC-A act	hcDAF-12 act	FXN GAA850 act	proKLK7 act	DAX1 inh-1	ssDAF12 agonist	DAX1 inh-2	hgDAF12 agonist	HGIII-sPLA2 inh	NPR2 activator
Cn1c(=O)c2c(O)c([N+](=O)[O-])c(=O)n(C)c2n(C)c1=O	0	1	0.9	-0.2	0.5	·	-0.4	0.6	4.5	0	2
CCn1c(SCC(=O)N2CCCCC2)nc2c([nH]c3ccccc32)c1=O	-6	-3	1.9	0.7	-0.9	2.4	0.1	0.5	4.2	-1	5
CC(C)NC(=O)N(C)C[C@H]1Oc2c(NC(=O)Cc3ccccc3)cccc2C(=O)N([C@H](C)CO)C[C@@H]1C	0	2	1.6	1.5	0.3	1.4	-1.0	-0.3	0.1	0	-1
Cc1ccc(/C=C(\NC(=O)c2ccccc2)C(=O)N2CCCC2C(=O)O)cc1 (stereo not given)	1	-2	0.2	0.3	0.0	1.1	-0.2	-0.2	-3.1	-4	-2
CCN(CC)S(=O)(=O)c1cccc(-c2n[nH]c(=S)n2/N=C/c2ccc(OC)cc2)c1	-3	-2	-2.0	1.5	-0.3	-0.6	-1.0	-0.2	0.2	1	-4
CC(C)NC(=O)NC(=O)COC(=O)c1ccc(F)cc1F	0	2	-0.5	1.2	0.5	-2.6	-1.2	0.6	1.8	1	-3
CCC(=O)NCCc1nc2cc(NC(=O)c3cccc([N+](=O)[O-])c3)ccc2n1C	2	-2	3.2	1.8	-0.5	0.4	-0.1	0.3	8.0	7	7
O=C(NCC1CCCO1)c1cccnc1Nc1ccccc1F (stereo not given)	-3	5	-1.8	1.2	0.3	1.6	-0.6	0.0	-0.9	-3	0
CSc1nnc(Cn2c(=O)sc3ccccc32)n1-c1ccccc1C	1	-7	0.1	-1.1	0.1	0.3	-0.8	0.8	1.3	3	-5
O=C(CN1CCN(C2CCCCC2)CC1)c1ccc2cc[nH]c2c1	0	-1	0.4	-0.2	22*	0.8	-1.0	-1.1	2.0	-3	2
Cc1cccc(NC(=O)CCn2c(=O)oc3ccccc32)c1	-2	-6	-0.4	2.4	-0.5	-1.3	-1.0	-0.4	1.9	1	-1
CCN(CC)S(=O)(=O)c1ccc(/C=C/C(=O)OCC(=O)N(C(C)C)C(C)C)cc1	1	3	-1.2	-0.2	-0.6	-0.3	-1.8	0.4	-2.4	1	-2
CN1CCN(c2ccccc2NC(=O)c2ccc(-c3cccc([N+](=O)[O-])c3)o2)CC1	1	2	-1.0	4.6	0.6	-0.5	-1.0	-1.7	0.0	-17	6
O=C(c1ccco1)N1CCN(CCCCOc2cccc3ccccc23)CC1	-1	-8	-2.9	0.2	0.9	0.2	-1.3	0.1	-0.1	-11	-5
CC1CCN(C(=O)C2Cc3ccccc3CN2S(=O)(=O)c2ccc(F)cc2)CC1 (stereo not given)	-1	-4	1.8	11*	0.4	0.9	-1.4	0.9	-1.2	-6	-11
COc1c(F)c(F)c(C(=O)O)c(Nc2ccc(C)cc2C)c1F	-2	5	-0.9	0.4	0.1	0.0	-1.3	1.6	-2.4	-2	-4
CCCc1nc(NC(=O)c2ccccc2)nc(NC(=O)c2ccccc2)n1	-1	-1	0.5	-0.4	0.1	-1.0	-1.1	-0.7	-3.6	-4	-1
CCCCNS(=O)(=O)c1ccc2nc(-c3cccnc3)cc(C(=O)NC(C)C)c2c1	-2	-3	-0.3	-1.7	-0.4	0.7	-1.3	0.9	-0.9	-4	-5
Cc1ccc(-n2nc(C(=O)O)c(O)cc2=O)cc1	0	2	0.5	-1.2	0.2	-0.1	-1.4	0.3	4.2	0	3
CCCCNCCCCOc1ccccc1	-1	-2	-0.2	0.5	-0.5	-0.2	-1.3	0.8	-1.8	13	-4
CC(Sc1cccc[n+]1[O-])C(=O)Nc1ccc(Oc2ccccc2)cc1 (stereo not given)	0	4	-2.1	-0.2	-0.1	2.9	-1.0	-0.6	-0.9	4	-4
S=c1[nH]cnc2scc(-c3ccc(Br)cc3)c12	1	-5	0.8	4.2	0.3	-0.6	-2.0	-0.7	-1.3	4	-2
Cc1nnc(NC(=O)c2ccc(S(=O)(=O)N(C)c3ccccc3)cc2)s1	-5	-3	0.1	1.6	0.2	0.5	-0.1	-0.1	-0.9	0	4
CCN(CC)S(=O)(=O)c1ccc2[nH]c(=O)cc(C(=O)NCC3CCCO3)c2c1 (stereo not given)	5	-4	0.8	-1.3	0.1	-0.2	-1.1	2.5	1.8	-6	-1
CCOC(=O)N1CCN(C(=O)C2CCN(S(=O)(=O)c3cc(C)ccc3OC)CC2)CC1	-3	-1	-1.0	0.1	0.3	0.4	-1.5	-0.8	1.1	0	-6
COc1ccc(-c2nnc(SCc3nc4ccccc4s3)n2C(C)C)cc1	2	1	1.2	-2.4	0.1	1.6	-0.5	1.0	1.3	-4	-4
OC(CN1CCN(c2ccc(F)cc2)CC1)c1ccc(Cl)cc1 (stereo not given)	0	8	-1.1	1.9	0.1	-0.5	-1.3	0.0	-1.1	1	-1
CCN(CC)CCCNc1nc(C)cc(COC)c1C#N	2	3	-0.8	1.2	2.8	2.0	-1.8	-0.2	-1.7	0	3
COc1ccc(CC(=O)NCCN2CCOCC2)cc1	-3	-3	-0.1	-0.4	-0.3	0.0	-1.1	0.4	2.1	5	-3
COc1ccc2nc(SCC(=O)NC3CC3)c(C#N)cc2c1	-1	0	3.1	1.9	0.2	0.9	-0.5	0.0	0.2	6	-1

Limited to FXN GAA850 act, SMARCA2 activ and ssDAF12 agonist, for some of the entries so far:
molecule,FXN GAA850 act,SMARCA2 activ,ssDAF12 agonist
CCOC(=O)N1CCN(C(=O)C2CCN(S(=O)(=O)c3cc(C)ccc3OC)CC2)CC1,0.1,-3,-1.5
COc1ccc(-c2nnc(SCc3nc4ccccc4s3)n2C(C)C)cc1,-2.4,2,-0.5
OC(CN1CCN(c2ccc(F)cc2)CC1)c1ccc(Cl)cc1 (stereo not given),1.9,0,-1.3

Additional entries:
SMILES	SMARCA2 activ	GC-A act	hcDAF-12 act	FXN GAA850 act	proKLK7 act	DAX1 inh-1	ssDAF12 agonist	DAX1 inh-2	hgDAF12 agonist	HGIII-sPLA2 inh	NPR2 activator
O=C(CN(C(=O)c1ccco1)c1cccc(F)c1)NCc1ccc(F)cc1	-1	-4	-1.8	-1.2	0.6	-1.9	-1.1	-0.6	-0.7	-1	-1
O=C(CN1CCN(Cc2ccccc2)CC1)N1CCCCCC1	-5	5	-1.5	-1.0	0.4	0.5	-1.1	-1.2	4.7	7	-3
CC(C)CC(=O)Nc1ccc(C(=O)CN2C(=O)NC3(CCOc4ccccc43)C2=O)cc1 (stereo not given)	1	3	1.2	-0.6	-0.1	-1.5	0.5	-1.6	3.4	-8	9
Cc1cc(C(C)(C)C)c(OC(=O)[C@@H]2OC(c3ccccc3)=C[C@H]2c2ccccc2)c(C(C)(C)C)c1	1	1	-0.4	0.2	0.6	0.2	-1.1	0.2	0.4	4	3
N#Cc1ccccc1OCC(=O)NC(=O)NCc1ccccc1	-1	2	1.0	0.8	-0.2	2.0	-1.5	0.0	3.6	-3	-2
CCOCCCNC(=O)CCc1nnc2n(CCC(C)C)c(=O)c3ccccc3n12	0	0	-2.6	-0.7	0.1	1.6	-1.4	-0.1	-2.3	3	-1
COc1ccc(CN(C)C(=O)c2cc(S(=O)(=O)N3CCCCCC3)ccc2OC)cc1OC	-1	-2	-0.8	3.1	-0.1	0.1	-1.0	0.2	-2.1	2	4
S=c1nccc(-c2ccc3c(c2)CCO3)[nH]1	-3	4	0.1	4.0	0.7	0.0	-1.2	0.2	1.2	10	-4
O=C(CCl)Nc1cc2[nH]c(=O)[nH]c2cc1Br	-6	-1	-2.4	-1.0	0.2	-2.7	-1.8	-7.6	-12	3	0
CC(Sc1nnc(COc2ccc(Cl)cc2)n1Cc1ccco1)C(=O)N1CCNC1=O (stereo not given)	-3	0	0.8	-0.6	0.7	0.8	-1.2	-1.4	-1.0	-2	-3
COc1nccnc1NS(=O)(=O)c1ccc(NC(=O)c2ccccc2Br)cc1	-2	1	4.0	-0.5	-0.2	-1.0	-0.9	-0.1	-0.2	5	3
CS(=O)(=O)Cc1ccc(C(=O)NNC(=O)c2cc(-c3ccccc3)n[nH]2)cc1	-3	2	0.5	-0.1	-0.5	-0.2	-0.1	0.0	0.6	-3	3
CCOc1cccc2cc(C(=O)NCc3ccc(C)cc3)c(=N)oc12	0	6	-2.2	0.0	-0.9	0.5	-0.8	-0.5	-1.2	5	2
COc1cccc(CC(NC(C)=O)C(=O)NC2CCN(c3c4c(nc5ncnn35)CCC4)CC2)c1 (stereo not given)	8.4*	0	-1.1	-0.2	0.2	0.0	-0.3	-1.0	1.9	6	6
COCc1cc(C)nc(OCC(=O)N/N=C/c2ccccc2)c1C#N	1	-1	-0.1	1.3	0.4	0.2	-0.8	-0.2	0.0	-4	7
CC(C)N1C(=O)c2ccccc2NC(=O)C1C(=O)NCc1cccs1 (stereo not given)	0	2	-0.1	·	0.0	·	-1.3	0.7	0.8	1	0
Cc1cc(-c2cccnc2)c(C#N)c(SCC#N)n1	-4	6	-1.5	3.7	7.6	0.0	-2.0	0.1	-2.8	-1	1
CCOC(=O)c1ccc(NC(=O)Cn2cc3c(n2)CCC(C)C3)cc1 (stereo not given)	-1	-1	-1.8	-0.4	0.1	-0.7	-1.5	1.0	2.0	3	5
O=C(Nc1nc2ccccc2n1Cc1ccc(Cl)cc1)c1ccco1	-1	12	-0.8	-0.4	0.3	-0.6	-1.1	-0.2	0.1	1	15
Cc1ccc(NC(=O)c2ccco2)cc1C	1	-1	2.7	0.5	-0.1	1.1	-0.3	2.2	9.2	2	1
O=C(CSc1nc2ccccc2c(=O)n1-c1ccccc1F)NC1CCS(=O)(=O)C1 (stereo not given)	-5	-4	-1.0	3.4	-0.5	-0.8	-1.8	-0.8	-3.3	14	-4
Cc1nc2cc(NCc3cc([N+](=O)[O-])ccc3O)ccc2n1Cc1ccccc1	0	1	0.3	1.0	1.1	0.4	-0.7	0.7	1.7	2	4
COc1ccc(NC(=O)c2ccccc2N(Cc2ccccc2)S(C)(=O)=O)c(OC)c1	2	-6	-0.6	-0.6	-0.5	-1.0	-2.0	-0.2	-0.3	-6	-6

Screening data from PubChem.
